NCI-60 one-dose screen, 48 h, at 10 µM unless noted. Numbers give growth in % (100 = growth as untreated, 0 = no growth, -100 = all killed).
U251: U251 CNS tumor cells | AID 1794753 | 80,000 tested, 5.4% active
SNB-75: SNB-75 CNS cancer; 79,000 tested, 5% active; AID 1794750
SF-295: SF-295 CNS cancer cells; 79,000 tested, 5.6% active
SF-268: SF-268 CNS cancer cells. 82,000 tested, 3.1% active
SNB-19: SNB-19 CNS cancer cells; AID 1794751; 81,000 tested, 2.5% active
KM12: KM12 colon cancer cells; 82,000 tested, 5% active; AID 1794800
HCT-116: HCT-116 colon cancer; 82,000 tested, 7.3% active
HCC-2998: HCC-2998 colon cancer; 79,000 tested, 4.7% active
SF-539: SF-539 CNS cancer | 81,000 tested, 6.8% active
An asterisk follows results filed as active; / = no result given; & = joins results of further samples. The calls were made as follows: active = growth percent below 10; inactive = the rest.

nr	molecule	U251	SNB-75	SF-295	SF-268	SNB-19
1	CCN(CC)c1ccc2cc(C3C(C#N)=C(c4cccs4)OC(NC)=C3[N+](=O)[O-])c(=O)oc2c1 (centres undefined)	87	95	98	97	97
2	CN(C)CCC(=O)/C=C/c1ccccc1	88	97	115	100	97
3	COc1ccc(C2=Nc3c(N)nc(N)nc3NC(c3ccc4c(c3)OCO4)C2)cc1 (centres undefined)	92	71	94	82	80
4	O=C1NC(=S)NC(=O)C1=Cc1cn(Cc2ccccn2)c2ccccc12	31	53	74	60	53
5	N#Cc1cnc2c(C#N)c(Nc3ccccc3)nn2c1-c1ccc(Br)cc1	99	79	101	106	100
6	Cc1ccc(/C=C/C(=O)c2ccc(O)c(CN3CCN(c4cc5c(cc4F)c(=O)c(C(=O)O)cn5C4CC4)CC3)c2)c(C)c1	/	64	70	89	86
7	Cc1ccc(S(=O)(=O)Nc2ccc(-c3cc(-c4cccc(C)c4)c(C#N)c(N)n3)cc2)cc1	81	63	95	77	89
8	Nc1ccc2cc(S(=O)(=O)O)cc(O)c2c1	109	84	/	109	101

nr	KM12	HCT-116	HCC-2998	SF-539
1	100	102	119	93
2	91	84	112	92
3	69	79	86	81
4	57	2.4*	54	61
5	98	102	106	74
6	96	58	105	89
7	90	72	101	89
8	107	99	98	103

Following part.
nr	molecule	U251	SNB-75	SF-295	SF-268	SNB-19
9	COc1ccc(-c2nc3ccc(Cl)cc3c3c2c(=O)n(C)c(=O)n3C)cc1OC	103	103	118	107	100
10	Cc1c(C(N)=O)sc2ncn(CC(=O)NN=C3CCCCC3)c(=O)c12	99	102	99	108	104
11	Cc1ccc(-n2nc(C(=O)O)c(N3CCCC3)n2)cc1	95	84	93	97	101
12	Nc1ncnc2c1C(c1ccc(Br)cc1)c1sc3c(Br)cccc3c1O2 (centres undefined)	91	74	92	88	97
13	COc1cc2c(cc1O)C(=O)CCCC2	97	89	84	90	101
14	Nc1nc2nc(/N=N/SCCC(=O)O)[nH]c2c(=O)[nH]1	100	95	100	104	94
15	Cc1nn2c(-c3nc4cc(C)c(C)cc4[nH]3)c(-c3ccc(F)cc3)nc2s1	96	86	/	113	108
16	Cn1c2nc(=O)[nH]nc2c2cc(Br)cc(Br)c21	86	89	94	108	/

nr	KM12	HCT-116	HCC-2998	SF-539
9	115	104	104	119
10	115	95	106	105
11	105	98	101	101
12	97	93	102	86
13	89	99	75	100
14	99	106	109	102
15	110	92	109	87
16	100	105	106	95

(further entries)
nr	molecule	U251	SNB-75	SF-295	SF-268	SNB-19
17	Clc1ccnc(SCc2ccccc2)n1	97	80	93	94	99
18	CCOC(=O)C1=C(c2ccccc2)N=C2N(c3ccccc3)N=C(C(C)=O)N2C1c1ccc(Br)cc1 (centres undefined)	98	86	90	93	89
19	CCc1cccc2c3c([nH]c12)C(CC)(CC(=O)O)OCC3 (centres undefined)	98&106	111&105	94&114	110&105	105&99
20	N#C/C(=C\c1cccs1)c1nc(-c2ccc(Cl)cc2)cs1	96	107	/	115	94
21	O=C1Nc2c(sc3ccc(Cl)cc23)C(c2ccc3ccccc3c2)N1 (centres undefined)	98	79	98	93	98
22	CCOC(=O)c1c(C)nc2c(c1N)C(=O)C(=O)N2Cc1cc(F)cc(Cl)c1	82	95	85	94	95
23	Clc1nnc2ccc(Oc3ccccc3-c3cccc(N4CCOCC4)c3)nn12	89	84	95	104	93
24	COc1ccc(CCN2C(=O)CCC3=C2CCCC3=O)cc1OC	/	82	112	136	100

nr	KM12	HCT-116	HCC-2998	SF-539
17	111	103	105	91
18	95	85	103	96
19	106&109	113&99	86	115&96
20	103	102	108	102
21	104	104	115	96
22	87	83	94	93
23	100	97	122	92
24	/	100	103	103

The closing three records of the section above are carried over, then new ones follow:
nr	molecule	U251	SNB-75	SF-295	SF-268	SNB-19
22	CCOC(=O)c1c(C)nc2c(c1N)C(=O)C(=O)N2Cc1cc(F)cc(Cl)c1	82	95	85	94	95
23	Clc1nnc2ccc(Oc3ccccc3-c3cccc(N4CCOCC4)c3)nn12	89	84	95	104	93
24	COc1ccc(CCN2C(=O)CCC3=C2CCCC3=O)cc1OC	/	82	112	136	100
25	CCCCCCN(CCCCCC)CC(O)c1ccc2cc(Br)c3ccccc3c2c1 (centres undefined)	90	73	65	98	95
26	N#C/C(=C\c1ccc(-c2cc(Cl)ccc2Cl)o1)c1ccc(Cl)cc1	108	87	96	99	99
27	O=C(O)C(=O)Cc1ccc([N+](=O)[O-])cc1Br	104	94	95	106	99
28	CC(=O)c1nc2ccccc2n1CCN1CCN(C)CC1	28	6.9*	153	48	74
29	O=C1NCc2c1c1ccccc1[nH]c2=O	105	89	102	96	101
30	O=c1[nH][n+](-c2no[n+]([O-])c2-c2ccc(F)cc2)no1	102	/	101	97	106
31	CN(CCO)c1oc(-c2ccccc2)nc1[P+](c1ccccc1)(c1ccccc1)c1ccccc1	15	-2.5*	-14*	11	9.5*
32	O=C(/C=C/c1cc2ccccc2[nH]c1=O)c1ccc(Nc2nccc(-c3ccc4ccccc4c3)n2)cc1	/	89	91	97	93

nr	KM12	HCT-116	HCC-2998	SF-539
22	87	83	94	93
23	100	97	122	92
24	/	100	103	103
25	89	72	82	109
26	100	103	112	93
27	103	98	95	94
28	14	11	38	35
29	98	100	112	100
30	101	96	109	101
31	-39*	6.5*	11	8.1*
32	91	99	96	103

Continuation:
nr	molecule	U251	SNB-75	SF-295	SF-268	SNB-19
33	O=C(Nc1cccc2[nH]c(C(F)(F)F)nc12)c1ccc(-n2cnnn2)cc1	94	100	93	96	94
34	O=C(CN1C(=O)/C(=C/c2cccs2)SC1=S)NCCc1c[nH]c2ccccc12	104	82	95	91	97
35	OCCN1CCN(CCCN2c3ccccc3CCc3ccccc32)CC1	96	73	106	89	87
36	COC(=O)CCSC1=C(C)C(=O)c2ccccc2C1=O	85	90	102	97	97
37	O=C(CN1CCN(c2cc3c(cc2F)c(=O)c(C(=O)O)cn3C2CC2)CC1)Nc1ccc(C(=O)/C=C/c2ccccc2)cc1	15	62	15	37	40
38	CCOC(=O)c1ccc(-c2ccc(-c3cc(-c4cc(OC)c(OC)c(OC)c4)c(C#N)c(=O)[nH]3)c(C)n2)cc1	60	72	60	66	71
39	Cn1ncc2c(=S)nc(Cl)[nH]c21	109	/	105	99	113
40	N#CC1=C(N)Oc2nc[nH]c(=O)c2C1c1cccs1 (centres undefined)	96	93	/	108	104

nr	KM12	HCT-116	HCC-2998	SF-539
33	73	96	116	103
34	100	94	102	98
35	107	101	/	100
36	83	91	111	79
37	25	-84*	70	26
38	62	33	74	58
39	106	103	99	104
40	108	106	114	101

The list continues.
nr	molecule	U251	SNB-75	SF-295	SF-268	SNB-19
41	N#C/C(=N\Nc1ccc(F)cc1)C(=O)C1CC1	76	73	76	/	/
42	O=C1c2c(O)cc(O)cc2OC(c2ccc(O)c(O)c2)C1O (centres undefined)	102	96	119	111	101
43	O=C1OCC2=C1C(c1cccc(C(F)(F)F)c1)c1cc3c(cc1N2CCO)OCO3 (centres undefined)	21	19	-2.8*	48	30
44	O=C1Nc2ccc(Cl)cc2/C1=C\c1c(-c2ccc(F)cc2)nc2ccccn12	23	-49*	-41*	5.1*	42
45	O=C(Nc1ccc([N+](=O)[O-])cc1)Nc1ccc2c(ccn2C(=O)c2cccc(F)c2)c1	42	97	30	71	51
46	O=C(O)c1ccccc1-c1ccccc1C(=O)Nc1ccc(N=Cc2ccc(F)cc2)cc1	106	91	122	112	105
47	S=C1Nc2ccccc2CS1	98&96	92&86	94&122	103&111	98&104
48	CCOC(=O)C(C)(C)c1ccccc1	111	100	99	99	103

nr	KM12	HCT-116	HCC-2998	SF-539
41	84	88	107	83
42	114	/	/	107
43	25	21	70	-3.0*
44	-32*	-79*	45	-31*
45	26	11	79	76
46	117	113	112	102
47	108&107	102&108	107&112	101&112
48	101	91	96	100

(more compounds)
nr	molecule	U251	SNB-75	SF-295	SF-268	SNB-19
49	COc1ccc(CNC(=O)C(O)C(Cc2ccccc2)NC(=O)c2[nH]c3ccccc3c(=O)c2C)cc1 (centres undefined)	102	109	103	100	96
50	Nc1nc(-c2cccc([N+](=O)[O-])c2)c(N=Nc2cccc(Cl)c2)s1	44	40	53	41	74
51	COc1ccc(OC)c(/C=C2\COc3ccc(O)cc3C2=O)c1	85	116	102	99	85
52	CCCc1onc(-c2noc(CCC)c2CC)c1CC	96	105	107	98	104
53	CN1CCN(C(=O)C(C)(C)c2ccc(C(=O)Nc3cn4cc(-c5ccncc5)ccc4n3)cc2)CC1	16	-5.5*	8.8*	9.9*	9.1*
54	COc1ccc(NC(=O)C(C)Sc2nc3ccccc3c(=O)n2Cc2ccc(S(N)(=O)=O)cc2)cc1 (centres undefined)	97	93	94	88	96
55	O=[N+]([O-])c1ccc(/C=C2/c3ccccc3-c3ccc([N+](=O)[O-])cc32)cc1	96	80	94	101	100
56	COc1cccc(C(=O)NCCNc2cc(-c3cn(-c4ccccc4)nc3-c3cccc(OC)c3)ccn2)c1	48	75	58	69	78

nr	KM12	HCT-116	HCC-2998	SF-539
49	106	106	112	110
50	26	33	27	55
51	60	67	112	90
52	103	107	110	103
53	7.8*	5.3*	14	-1.8*
54	103	101	114	94
55	106	102	103	97
56	42	41	64	87

Remaining list, next part:
nr	molecule	U251	SNB-75	SF-295	SF-268	SNB-19
57	CC(=O)Nc1ccc(/C=N/NC(N)=O)cc1	102	79	115	100	100
58	CC(=O)Nc1cccc2ccccc12	98	72	99	107	108
59	CN1CCN(Cc2c[nH]c3ncnc(N4CCCCC4)c23)CC1	103	95	92	108	108
60	CCCC/C=C(\C)C(C)(C#N)C(=O)OCC (centres undefined)	104	/	129	107	101
61	Fc1ccc(-c2nnc(Nc3ccc(Cl)cc3)o2)cc1	97	100	96	97	106
62	COc1cc(/C=C2\SC(N3CCCCC3)=NC2=O)ccc1OCCOc1ccc(/C=C2\SC(N3CCCCC3)=NC2=O)cc1OC	109	104	100	110	98
63	O=Nc1ccc(O)cc1O	103	108	113	107	106
64	CCOC(=O)c1c(C)nc2c(c1N)C(=O)C(=O)N2Cc1ccccc1	47	66	72	52	80

nr	KM12	HCT-116	HCC-2998	SF-539
57	112	93	/	106
58	111	88	83	92
59	102	100	105	112
60	112	107	102	113
61	106	102	112	100
62	97	120	119	97
63	107	108	116	108
64	27	19	84	64

Remaining list, next part:
nr	molecule	U251	SNB-75	SF-295	SF-268	SNB-19
65	c1cc2c(cc1CC1CO1)OCO2 (centres undefined)	96	88	101	105	108
66	Cn1cc(Cc2ccccc2)c(=O)c(Cc2ccccc2)c1	105	88	118	97	96
67	CCN(CC)Cc1cc(C(C)(C)CC)cc(C2CCCCC2)c1O	105	86	103	105	/
68	O=[N+]([O-])c1ccc2c([N+](=O)[O-])ccc3c2c1CC3	71	94	78	85	92
69	O=C(O)c1c(-c2ccc(F)cc2)c(=O)[nH]c2ccccc12	100	74	98	96	104
70	Cc1ccc(Nc2cc(=S)nc(N)[nH]2)cc1Cl	98	71	94	98	87
71	Cc1cc(=O)cc(S)[nH]1	100	89	84	108	104
72	Cc1c(C(=O)NC(Cc2ccccc2)C(=O)C(=O)NCCc2ccccn2)[nH]c2ccccc2c1=O (centres undefined)	93	96	99	92	92
73	CC(c1ccccc1)C(C#N)c1ccccc1 (centres undefined)	100	/	111	113	103

nr	KM12	HCT-116	HCC-2998	SF-539
65	104	101	102	106
66	104	106	107	98
67	105	97	102	99
68	95	85	100	117
69	102	92	92	97
70	99	98	89	84
71	101	99	99	/
72	98	103	95	103
73	111	96	114	107

Compound activity: PubChem BioAssay, NCI
